CAL PDZ FP-1: untagged CAL PDZ binding inhibitors, primary screen, biochemical, fluorescence polarization, HTS; Golgi-associated PDZ and coiled-coil motif-containing protein (Homo sapiens), Q9HD26; purified CAL PDZ, TMR-peptide fluorescence polarization, 1 h; inhibition, % at 24.9 µM; 300,000 compounds, 0.92% hits; AID 602252, 2012;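 active = mean inhibition of at least 30% with at least half of replicates also reaching 30%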;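 also: 0% = DMSO neutral control and 100% = excess unlabeled competitor peptide PRC23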
SR-BI uptake up: activators of SR-BI mediated DiI-HDL uptake, primary screen, ldlA[mSR-BI] CHO cells, DiI fluorescence | activation, % at 12.5 µM | 3 h; 100 = double the neutral-control signal | 320,000 compounds, 0.096% hits;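 active = mean replicate activation of at least 60% and every replicate at or above 60%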;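 also: 0% = median plate neutral-control signal and 100% = twice that signal; values of inactives mirror those of a sister screen read the other way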
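System: LDL receptor-deficient CHO ldlA cells overexpressing murine SR-BI | Timing: 3 h uptake period with compound, 37 °C | Medium: HEPES-buffered (25 mM, pH 7.4) F12 plus 0.5% BSA | Dosing: Single-point compound dose | Signal: Bottom-read fluorescence, 550/595 nm | Read-out: Retained DiI signal reflecting DiI-HDL uptake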
MITF act: activators of MITF-driven TRPM1 promoter reporter, primary screen, cell-based, SK-MEL-5, luciferase, single point; SK-MEL-5 TRPM1-promoter luciferase, 24 h; % of positive control, neutral wells = 0; activation, % at 12.5 µM; 300,000 compounds, 0.75% hits;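 active = mean activation of at least 80% with every replicate also reaching 80%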;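 also: 0% = neutral control wells and 100% = parthenolide positive control wells; values of inactives mirror those of a sister screen read the other way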
CAL PDZ FP-2: CAL PDZ peptide-binding inhibitors, primary screen, biochemical, fluorescence polarization, Cer-tagged CAL PDZ, HTS; AID 504414, 2011; Golgi-associated PDZ and coiled-coil motif-containing protein (Homo sapiens), Q9HD26; 330,000 compounds, 0.02% hits; purified CAL PDZ, TMR-peptide fluorescence polarization, 1 h; inhibition, % at 20 µM;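 active = highest replicate inhibition of at least 40%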;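 also: plate controls were DMSO neutral control wells for no effect and unlabeled competitor peptide control wells for full effect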
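Material: tagged CAL PDZ protein CerCALP, purified; buffer or medium: sodium phosphate/NaCl buffer pH 7.4 with TCEP, IgG, Thesit; also added: fluorescent TMR peptide probe; schedule: 1 h incubation at room temperature before polarization reading; technique: fluorescence polarization from S- and P-plane intensities, G-factor corrected; control set: unlabelled peptide and DMSO controls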
SR-BI DiI inh: inhibitors of SR-BI mediated HDL lipid uptake, primary screen, ldlA[mSR-BI] cells, fluorescence, single point; 320,000 compounds, 0.96% hits; ldlA[mSR-BI] CHO cells, DiI-HDL uptake fluorescence, 3 h; AID 488896, 2010; inhibition, % at 12.5 µM;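 active = mean replicate inhibition of at least 70% and a set share of replicates each scoring 70 or more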;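 also: 0% = median of neutral control wells and 100% = median of positive control wells; values of inactives mirror those of a sister screen read the other way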
Target sequence (Q61009 whole entry, looked up): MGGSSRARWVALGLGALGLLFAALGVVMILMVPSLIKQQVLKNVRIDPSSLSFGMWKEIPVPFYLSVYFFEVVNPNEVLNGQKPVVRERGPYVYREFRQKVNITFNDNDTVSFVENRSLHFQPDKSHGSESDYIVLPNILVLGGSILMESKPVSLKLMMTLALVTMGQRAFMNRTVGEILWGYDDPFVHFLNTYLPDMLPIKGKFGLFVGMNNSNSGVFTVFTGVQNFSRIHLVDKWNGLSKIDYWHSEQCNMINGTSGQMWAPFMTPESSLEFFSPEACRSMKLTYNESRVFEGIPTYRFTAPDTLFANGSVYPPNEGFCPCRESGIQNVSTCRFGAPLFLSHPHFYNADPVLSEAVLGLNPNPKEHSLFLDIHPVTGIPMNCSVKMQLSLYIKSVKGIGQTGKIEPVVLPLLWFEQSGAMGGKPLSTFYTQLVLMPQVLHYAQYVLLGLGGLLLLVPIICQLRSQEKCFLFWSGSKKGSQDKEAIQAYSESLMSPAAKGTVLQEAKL
Rtt109 HAT inh: inhibitors of C. albicans Rtt109/Vps75 HAT, primary screen, biochemical, ThioGlo CoA-SH fluorescence, plate reader; inhibition, % at 34.9 µM; Histone acetyltransferase RTT109 (Candida albicans (strain SC5314 / ATCC MYA-2876)), …; 330,000 compounds, 0.16% hits; purified Rtt109/Vps75, 4 h;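 active = inhibition of at least 50% in every replicate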
dFosB act: activators of delta FosB homodimer, primary screen, biochemical, fluorescence polarization, TAMRA-CDK5 oligo, single point; Protein FosB (Mus musculus), P13346; purified delta FosB; percent of positive-control signal above neutral wells; activation, % at 25 µM; 340,000 compounds, 0.99% hits;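 active = mean activation above about 17%, with every replicate also reaching it, limit read from the data, passing the limit was not always enough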;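 also: fluorescence polarization rise as delta FosB binds a TAMRA Cdk5 AP-1 oligo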
Target sequence (P13346 whole entry, looked up): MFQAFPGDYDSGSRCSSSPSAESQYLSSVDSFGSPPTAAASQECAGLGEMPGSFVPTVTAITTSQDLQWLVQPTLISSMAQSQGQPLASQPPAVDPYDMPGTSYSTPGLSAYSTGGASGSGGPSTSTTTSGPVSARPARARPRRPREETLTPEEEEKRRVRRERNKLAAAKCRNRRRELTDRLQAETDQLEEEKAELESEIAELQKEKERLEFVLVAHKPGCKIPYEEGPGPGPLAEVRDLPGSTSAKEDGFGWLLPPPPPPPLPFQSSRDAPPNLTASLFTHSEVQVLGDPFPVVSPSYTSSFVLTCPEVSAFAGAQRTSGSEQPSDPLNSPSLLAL
PvdQ acylase: P. aeruginosa PvdQ acylase inhibitors, primary screen, biochemical, fluorescence, plate reader and imaging, single point | purified PvdQ acylase | PvdQ acylase [Pseudomonas aeruginosa LESB58] | 340,000 compounds, 0.063% hits | inhibition, % at 10 µM | AID 488965, 2010; in the data active = inhibition above about 30%, passing the limit was not always enough;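 also: 0% = vehicle neutral wells and 100% = reference inhibitor wells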
NSD2 inh: NSD2 histone methyltransferase inhibitors, primary screen, biochemical, AlphaScreen, single concentration, set 2; Histone-lysine N-methyltransferase NSD2 (Homo sapiens), O96028; NSD2 peptide methylation, 120 min; inhibition, % at 12.5 µM; 310,000 compounds, 0.54% hits; in the data active = inhibition above about 50%
PfHsp90 yeast 2: growth inhibition of PfHsp90-expressing yeast, primary screen, antimalarial PfHsp90 inhibitor project, S. cerevisiae, BacTiter-Glo luminescence, single point, set 2. BacTiter-Glo ATP, 48 h; yeast lacking PDR1 and PDR3 efflux regulators. 310,000 compounds, 0.32% hits. inhibition, % at 9.4 µM;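 active = every replicate shows inhibition above about 80%, whatever the replicate mean, limit read from the data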;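 also: 0% = DMSO neutral controls and 100% = 20 µM radicicol positive controls; yeast relying on Plasmodium falciparum Hsp90 in place of its own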
* hit, by the source's call; i = inactive; · = not tested or not shown.

Below each SMILES: SR-BI uptake up, CAL PDZ FP-2, CAL PDZ FP-1, dFosB act, PfHsp90 yeast 2, Rtt109 HAT inh, PvdQ acylase, MITF act, NSD2 inh, SR-BI DiI inh
CC(=NO)C1CCC2C3CCC4=CC(=NO)CCC4(C)C3C(O)CC12C (stereo unspecified)
→ 17, -0.5, -5, -1, -1, 0, 2, 6, -2, -17
C/C(=N\NC(=O)c1cccc([N+](=O)[O-])c1)c1cccc(NC(=O)C2CC2)c1
→ 21, -2.3, -5, -1, 13, 4, -8, 2, -1, -21
CNC(=O)COC(=O)c1cc(SC)ccc1Cl
→ 15, 5.2, -6, -3, 1, 12, -7, -2, -3, -15
O=C(Nc1c(C(=O)NCc2ccco2)cnn1-c1ccccc1)c1cccc(F)c1
→ 1, -0.2, ·, 3, ·, 11, -4, -1, 2, -1
COc1ccc([N+](=O)[O-])cc1NC1CCN(C(=O)c2cccs2)CC1
→ -31, -1.8, 1, -3, 17, 6, 15, -3, 1, 31
CC1CCCCC1Nc1nc2ccc(Cl)cc2n2cnnc12 (stereo unspecified)
→ 4, -2.2, -3, -17, -3, 7, -11, 5, 0, -4
CCCCCn1c(=N)c(S(=O)(=O)c2ccc(Br)cc2)cc2c(=O)n3cccc(C)c3nc21
→ 7, -5.7, 3, -8, 13, -7, -15, 18, 32, -7
O=S(=O)(C(=CNc1ccccc1)S(=O)(=O)c1ccccc1)c1ccccc1
→ 25, -1.6, -3, 0, -12, 26, 14, -5, -3, -25
COCCSc1ccccc1C(=O)NCC1CCCO1 (stereo unspecified)
→ 8, 0.3, 15, -6, 20, 2, -7, -4, 0, -8
CCN(CC)CC(=O)Nc1ccc([N+](=O)[O-])cc1
→ 14, -1.4, 3, 6, -10, -2, -5, -3, -2, -14
NC(=Nc1ccc(Cl)cc1)c1ccccc1
→ -3, 0.0, 1, -4, 20, -17, 6, 20, -4, 3
COc1ccccc1N1CCN(C(=O)CCCN2C(=O)c3cccc4cccc(c34)C2=O)CC1
→ -25, -1.9, -4, -9, -19, 4, -7, 10, 0, 25
CSc1oc(-c2ccc(F)cc2)nc1S(=O)(=O)c1ccc(F)cc1
→ -15, 0.1, 2, -9, -1, -2, -6, 20, ·, 15
Cc1cccc(-c2nc(C)cc(=O)[nH]2)c1
→ 23, 0.4, 7, -3, 9, 5, -15, ·, -2, -23
Cc1ccc(C2=Nc3cccnc3C(c3ccccc3)=NN2)cc1
→ -2, -0.9, 8, -7, 5, 1, -3, -6, -1, 2
CC(Oc1cccc(Cl)c1)C(=O)N1CCN(c2ncccn2)CC1 (stereo unspecified)
→ -3, -0.3, -7, -1, 4, -5, -14, 3, -1, 3
Cc1cc(-c2nn(-c3ccccc3F)cc2CN2CCCC(C(N)=O)C2)c(C)s1 (stereo unspecified)
→ ·, -0.5, -1, -13, -50, -5, -15, 3, 5, ·
CCOc1ccc(S(=O)(=O)Nc2ccc(S(=O)(=O)N3CCCC3)cc2)cc1
→ -3, -0.2, -1, -5, 17, 11, -14, 0, 1, 3
Cc1ccccc1C(=O)N1CCN(c2ccc([N+](=O)[O-])c(N3CCOCC3)c2)CC1
→ -10, -2.0, 3, -7, 14, 7, -3, -10, 24, 10
CCOC(=O)C1=NNC2C(=O)N(C3CCCCC3)C(=O)C12 (stereo unspecified)
→ 9, -2.6, -2, -5, 2, -12, -8, 6, -2, -9

Brought forward from above: three compounds, then new ones.
Below each SMILES: SR-BI uptake up, CAL PDZ FP-2, CAL PDZ FP-1, dFosB act, PfHsp90 yeast 2, Rtt109 HAT inh, PvdQ acylase, MITF act, NSD2 inh, SR-BI DiI inh
CCOc1ccc(S(=O)(=O)Nc2ccc(S(=O)(=O)N3CCCC3)cc2)cc1
→ -3, -0.2, -1, -5, 17, 11, -14, 0, 1, 3
Cc1ccccc1C(=O)N1CCN(c2ccc([N+](=O)[O-])c(N3CCOCC3)c2)CC1
→ -10, -2.0, 3, -7, 14, 7, -3, -10, 24, 10
CCOC(=O)C1=NNC2C(=O)N(C3CCCCC3)C(=O)C12 (stereo unspecified)
→ 9, -2.6, -2, -5, 2, -12, -8, 6, -2, -9
O=C(CCCCCNC(=O)N1CCn2c1nc1ccccc12)NCc1ccccc1
→ -15, -1.5, 3, -3, 21, 19, 8, -5, 1, 15
COc1ccc(-c2coc3cc4oc(=O)c(CC(=O)O)c(C)c4cc23)cc1
→ 18, -2.1, -1, -2, 9, -1, -15, ·, ·, -18
CCSc1ccc(-c2nn(-c3ccccc3)cc2/C=C(/C#N)C(=O)NC)cc1
→ -7, -0.4, ·, -2, -5, -12, -12, 11, -2, 7
Cc1ccc(-n2nc(-c3ccccc3)cc2Nc2ccccc2N)cc1
→ -17, -1.6, -1, -12, 19, 3, -11, 11, 1, 17
O=C(Nc1ccon1)c1cc(-c2ccccc2)nc2ccccc12
→ -33, -0.2, 2, -20, 13, 8, -20, -3, -1, 33
Cc1ccc(N=C2NC(=O)CS2)cc1C
→ 35, ·, -6, -2, -5, -3, -7, 4, 3, -35
CC(=O)Nc1cccc(NC(=O)C2CCCN2C(=O)Nc2cccc(C)c2)c1 (stereo unspecified)
→ 5, -2.4, 4, -6, 19, 7, -2, -23, 0, -5
Cn1c(SCc2ccccc2)nnc1-c1ccc2c(c1)OCO2
→ 0, -0.4, -3, -1, 7, 6, -9, 11, 0, 0
COc1ccc(OC)c(NC(=O)CN2CCC(C(=O)c3ccc(C)cc3)CC2)c1
→ -23, ·, -3, -2, 15, 4, 3, 12, 1, 23
c1ccc(Oc2cccc(CN3CCOCC3)c2)cc1
→ 11, ·, -3, -8, -10, 0, -8, 8, -2, -11
O=C(CCc1nnc(-c2ccccc2)o1)NCC1CCN(C2CCCC2)CC1
→ 7, -2.6, 0, -6, 5, 9, -3, 6, -6, -7
CCC(Sc1ncccc1C(=O)OCCN1CCCC1=O)C(=O)NCc1ccco1 (stereo unspecified)
→ 33, -0.7, 6, 0, 4, 4, 4, -9, 0, -33
O=S1(=O)N=C(N(CCO)/N=C/c2ccc(Br)cc2)c2ccccc21
→ -19, -2.3, -2, 5, -8, -1, -11, ·, 32, 19
COC(=O)[C@H](CCSC)NC(=O)Cn1cnc(C(=O)Nc2ccc(C)c(C)c2)n1
→ 0, -0.6, -2, -6, 31, -3, -8, 51, ·, 0
S=c1[nH]nc(CCCc2n[nH]c(=S)o2)o1
→ 10, -0.2, -5, -2, 16, 3, 2, 17, -1, -10
C/C(=N\NC(=O)c1nnn(-c2nonc2N)c1CN1CCC(C)CC1)c1cccc(Br)c1
→ -7, -1.0, 3, -14, -27, -10, 1, 5, ·, 7
CN(C)S(=O)(=O)c1ccc(N2CCCC2)c(C(=O)Nc2nccs2)c1
→ 16, 0.1, -3, -10, -8, -4, -14, -12, -2, -16
COc1ccc(N2CCOCC2)c(NC(=O)c2cccnc2)c1
→ 15, 0.3, -1, -1, 8, -4, -2, 22, 1, -15
COC(=O)c1c(C)[nH]c(C(=O)COC(=O)Cc2ccc3c(c2)OCCO3)c1C
→ -5, -1.0, 5, -18, 9, 1, -17, ·, -1, 5
Cc1ccc(NS(=O)(=O)c2ccc(C)c(NC(=O)COc3ccccc3)c2)c(C)c1
→ 15, -1.7, 1, -13, -21, 2, -20, 9, -1, -15
Cc1cc(OCC(=O)NC(C)C)cc(C)c1Br
→ -17, 0.0, 0, -7, 32, 3, -15, 1, -1, 17
O=C(C1CCN(Cc2ccccc2O)CC1)N1CCN(Cc2ccc3c(c2)OCO3)CC1
→ -24, -0.9, -4, -12, -6, -12, -9, 11, 2, 24
CCCS(=O)(=O)N1CCN(Cc2ccncc2)CC1
→ 15, -2.1, 10, -3, 2, -13, -9, 1, 3, -15
Cc1onc(-c2c(F)cccc2Cl)c1C(=O)OCC(=O)c1c(N)n(C)c(=O)n(C)c1=O
→ -14, -2.2, -3, 0, ·, 6, -7, -3, 1, 14
Cc1ccc(/C=N/NC(=O)c2ccc(NC(=O)c3ccc(Cl)cc3)cc2)o1
→ -50, -2.5, -7, 3, 0, 16, -1, 21, 0, 50
O=C(COC(=O)c1ccc(NS(=O)(=O)c2cccs2)cc1O)NCc1ccccc1
→ -15, -2.2, 24, -12, -36, 2, -2, -11, -1, 15
COc1ccc(/C(O)=C2\C(=O)C(=O)N(CCN(C)C)C2c2cc(OC)c(OC)c(OC)c2)c(C)c1 (stereo unspecified)
→ 10, -0.1, 0, 5, 4, 4, -10, 3, -4, -10
O=C(NCCCN1CCCC1=O)Nc1ccc(Br)cc1Cl
→ ·, -1.3, ·, -4, 33, -5, -7, 42, -1, 10
Cc1ccc(OS(=O)(=O)c2ccccc2)c(/C=N/N=C2\NC(=O)C(C)S2)c1 (stereo unspecified)
→ -3, -3.2, -1, 0, 0, ·, -2, 5, 47, 3
CCCc1cc(=O)oc2c(CN3CCN(C)CC3)c(O)c(Cl)cc12
→ 26, -1.2, 31*, -1, ·, i, -27, ·, ·, -26
O=c1cc(CO)occ1OCc1cccc(C(F)(F)F)c1
→ -5, -0.2, 2, -3, ·, -13, -16, ·, -7, 5

Screening results (PubChem)
